Abeta yeast res – restores growth of yeast expressing A-beta42 peptide. 410,000 compounds, 0.063% hits. Potency, µM (series often up to 46.1 µM), for inactives: at the top dose growth rescue, most hits filed as activators. yeast expressing A-beta42, growth rescue, OD600, 48 h; response scale: 0% DMSO, 100% iron-clioquinol control; further: nearly all actives have a fitted effect of over 55% in size
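Yeast growth medium received pinned compounds, then yeast cells expressing toxic A-beta were added; plates incubated at 30 C for 48 hr. Growth read as absorbance at 600 nm, normalized to DMSO and equimolar FeCl3 plus clioquinol controls.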
FUS suppressor – rescues growth of FUS-expressing yeast. AID 1347120. 390,000 compounds, 0.24% hits. S. cerevisiae FUS-expressing, growth rescue, OD600, 24 h. Potency, µM (top dose mostly 76.6 µM), inactives show at the top dose growth rescue (activation), most hits filed as activators;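 further: plate controls were DMSO vehicle for no effect and reference control for full effect; nearly all actives have a fitted effect of over 55% in size; some results filed as inactive show a strong effect at the top dose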
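S. cerevisiae expressing FUS from galactose induction served as the toxicity model. Growth after 24hr at 30C, read as absorbance at 600 nm, indicates suppression of toxicity; compounds dosed at several concentrations.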
* marks the source's active call; other numbers are inactive results; u = inconclusive; [ ] = remark or other dose. The call rests on the fitted dose curve; in most records, active means well fitted activation curve with a large enough effect; inconclusive means small, poorly fitted or top-dose-only effect; inactive means no such curve, though single readings can be large or run the other way. Potency means the concentration at half of the fitted maximal effect. The list is partial; the hit share may differ from the screen's.

SMILES	Abeta yeast res	FUS suppressor
Cc1ccc(Cn2ccnc2SCC(=O)NCc2ccccc2)cc1	7%	7%
CC(C)CSc1nnc(-c2ccccc2)c(-c2ccccc2)n1	-2%	18%
CCOC(=O)c1ccccc1NC(=O)c1nn(-c2ccc(C)cc2)c(=O)n(C)c1=O	-18%	-7%
COC(=O)c1cc2sc(Cl)cc2n1Cc1nc(-c2ccc(OC)cc2)oc1C	-1%	11%
CCc1ccc(NC(=O)C2CCN(S(=O)(=O)c3ccc4[nH]c5c(c4c3)CCCCC5)CC2)cc1	0%	u
Cc1c(Cl)ccc2sc(N3CCN(C(=O)CCS(=O)(=O)c4ccc(F)cc4)CC3)nc12	5%	u
COc1ccc(CNC(=O)CCc2c(C)nn(-c3ccc(N4CCOCC4)nn3)c2C)c(OC)c1	-7%	1%
CC(=O)c1cccc(NS(=O)(=O)c2cc(-c3onc(C)c3C)ccc2C)c1	-20%	10%
COC(=O)c1c(NC(=O)c2c(OC)cccc2OC)sc2c1CCCC2	4%	6%
COc1ccc(CCNC(=O)CCCn2nc(C)c3sc4ccccc4c3c2=O)c(OC)c1	-3%	-11%
O=C1c2[nH]nc(-c3ccccc3O)c2C(c2cccc(OCc3ccccc3)c2)N1CCCO (stereo not drawn)	-3%	7%
Cc1ccc(-c2cn3nc(N4CCCC(C(=O)NCc5ccc(F)cc5)C4)sc3n2)cc1 (stereo not drawn)	0%	2%
CC(=O)Nc1nonc1-c1nnc(SCC(=O)Nc2ccc(C)c(Cl)c2)n1C	15%	-20%
CCCCOc1ccc(C2=NC(c3cccs3)=Nc3ccc(OC)cc3N2)cc1	4%	u
CCOc1ccc(CNC(=O)c2cc3c(=O)n(C)c4ccccc4c3s2)cc1	-12%	-21%
CC(=O)N1c2ccc(S(=O)(=O)NCC3CCC(C(=O)Nc4cccc(F)c4)CC3)cc2CC1C (stereo not drawn)	-17%	-22%
O=C(COc1ccc([N+](=O)[O-])cc1)NCC1(N2CCOCC2)CCCCC1	-6%	-14%
Cn1c(=O)cc(SCC(=O)N2CCN(c3ccccc3F)CC2)c2ccc(Cl)cc21	-18%	-14%
CCOc1ccc(C(=O)NCCSc2c(C)[nH]c3ccccc23)cc1OCC	-8%	-15%
CCOc1ccc(CNC(=O)CCC(=O)N2CC(C)Sc3ccccc32)cc1 (stereo not drawn)	5%	15%
CCOc1ccc(C(=O)NCCc2csc(-c3ccc(C(F)(F)F)cc3)n2)cc1OCC	-33%[inhibitor]	7%
CCCc1nn2c(=O)cc(COC(=O)c3ccccc3NC(=O)COc3ccccc3F)nc2s1	-8%	-19%
Cc1ccc(-c2nnc(C3CCN(S(=O)(=O)c4ccc(C)c(C)c4)CC3)o2)cc1	7%	-18%
Cc1ccc(C(=O)N2CCC(N3CCN(Cc4ccc(F)cc4)C(=O)C3=O)CC2)cc1	-8%	14%

Some of these compounds in order of number of heavy atoms, high to low:
SMILES	Abeta yeast res	FUS suppressor
CCCc1nn2c(=O)cc(COC(=O)c3ccccc3NC(=O)COc3ccccc3F)nc2s1	-8%	-19%
Cc1ccc(-c2nnc(C3CCN(S(=O)(=O)c4ccc(C)c(C)c4)CC3)o2)cc1	7%	-18%
CCOc1ccc(CNC(=O)CCC(=O)N2CC(C)Sc3ccccc32)cc1 (stereo not drawn)	5%	15%

Next part
SMILES	Abeta yeast res	FUS suppressor
Fc1ccc(-c2cn3cc(Cc4ccc(Cl)cc4)sc3n2)cc1	-6%	2%
Cc1cccc(NC(=O)CSc2nc3ccccc3nc2N2CCC(C)CC2)c1	-9%	0%
COc1ccc(C)cc1Nc1ncnc2c1c(-c1ccccc1)cn2-c1ccc(C)cc1	9%	3%
CN1CCN(c2ncc3c(n2)CCN(Cc2ccc(Br)s2)C3)CC1	7%	-9%
COc1ccc(Nc2nnc(-c3cc4cc(Cl)ccc4oc3=O)s2)cc1	0%	-28%
O=C(Cc1ccccc1)N(Cc1cccnc1)c1nc2c(F)cc(F)cc2s1	-22%	9%
Cc1cccc(-c2nc3c4ccccc4nc(N4CCN(c5cccc(Cl)c5)CC4)n3n2)c1	-3%	1%
O=C(NCc1ccc(Cl)cc1)c1ccc2c(c1)NC(=O)C(CS(=O)(=O)Cc1ccc(F)cc1Cl)N2 (stereo not drawn)	-1%	-23%
Cc1ccc(CNC(=O)CN(c2cc(C)cc(C)c2)S(=O)(=O)c2c(C)[nH]c(=O)[nH]c2=O)cc1	-2%	10%
O=C(c1ccc2c(c1)N(Cc1ccc(Cl)cc1)C(=O)c1ccccc1S2=O)N1CCCCC1 (stereo not drawn)	0%	2%
Cc1ccc(C(=O)N(c2ccc(C)cc2)S(=O)(=O)c2ccc(Cl)cc2)cc1	-17%	11%
CCOC(=O)c1c(NC(=O)COc2cc(C)ccc2C(C)C)sc2c1CCCC2	-4%	2%
CC(C)(C)C(=O)OCc1cc(=O)n2nc(C3CC3)sc2n1	-4%	16%
Cc1ccc(CNC(=O)c2cnn(-c3cccc(C)c3)c2C2CCN(C(=O)OC(C)(C)C)CC2)cc1	-10%	u
Cc1ccc(NC(=O)Cn2nc(C(F)(F)F)c3c2CCCC3)cc1C	-1%	1%
Fc1ccccc1Nc1ncnc2c1nc1n2CCCCC1	6%	-4%
Cc1cccc(C)c1NC(=O)CN1C(=O)c2ccccc2Sc2ncccc21	-10%	9%
Cc1ccc(Cl)cc1NC(=O)Cn1c(=O)cc(C)c2c(C)nn(C)c21	0%	4%
O=C(C1CCC1)N1CCc2cc(S(=O)(=O)N3CCN(c4ccccc4)CC3)ccc21	2%	17%
CCC(=O)N1CCc2cc(Br)cc(S(=O)(=O)CCC(=O)NCc3ccc(F)cc3)c21	-14%	28%
Cc1ccc(Cl)cc1N1CCN(C(=O)Cn2cnc3sc(C)c(S(=O)(=O)N4CCC(C)CC4)c3c2=O)CC1	-8%	-10%
CCC(C(=O)N1CCN(c2cc(Cl)ccc2C)CC1)n1nc(C)n2c(cc3occc32)c1=O (stereo not drawn)	-15%	u
COc1ccc(OC)c(NC(=O)[C@H](CSCc2ccccc2)N2Cc3ccccc3C2=O)c1	-9%	32%
CCN(c1cc(C)cc(C)c1)S(=O)(=O)c1nnc(NC(=O)c2cccc(F)c2)s1	-10%	6%

An excerpt of these results, with two lines to a compound:
The line under a structure holds: Abeta yeast res	FUS suppressor
> Cc1ccc(NC(=O)Cn2nc(C(F)(F)F)c3c2CCCC3)cc1C
 : -1%	1%
> Cc1ccc(Cl)cc1NC(=O)Cn1c(=O)cc(C)c2c(C)nn(C)c21
 : 0%	4%
> CCN(c1cc(C)cc(C)c1)S(=O)(=O)c1nnc(NC(=O)c2cccc(F)c2)s1
 : -10%	6%
> CCC(=O)N1CCc2cc(Br)cc(S(=O)(=O)CCC(=O)NCc3ccc(F)cc3)c21
 : -14%	28%

Following part
SMILES	Abeta yeast res	FUS suppressor
Cc1ccc(C2=Nc3ccccc3N(CC(=O)NCc3ccccc3Cl)C(=O)C2)cc1C	-9%	35%
CCn1cc(C(=O)N2CCN(c3cccc(C)c3)C(C)C2)c(=O)c2cc(S(=O)(=O)N3CCOCC3)ccc21 (stereo not drawn)	-7%	27%
CCc1ccc(OCC(=O)Nc2ccc(Cl)c(-c3nc4ncccc4o3)c2)cc1	0%	-14%
COc1cc(NC(=O)c2cc3c(=O)n(Cc4cccs4)ccc3nc2C)cc(OC)c1OC	-5%	-2%
O=[N+]([O-])c1cc(-c2nc(-c3ccccc3)no2)ccc1N1CCN(c2ccccc2)CC1	-20%	8%
COC(=O)c1cc2oc3ccccc3c2n1Cc1nc(-c2ccc(OC)cc2)oc1C	-8%	-10%
O=C(Nc1cc(-c2nc3cc(Cl)ccc3o2)ccc1Cl)c1cc2ccccc2o1	-13%	-2%
Cc1cccc(OCC(=O)Nc2ccc3c(c2)nc(CCNC(=O)c2ccco2)n3C)c1	-13%	-13%
COCCNC(=O)Cn1c(=O)c2cccn2c2ccc(F)cc21	0%	-1%
Cc1ccccc1NC(=O)c1ccc2[nH]c(C)c(C)c2c1	19%	8%
COc1ccc(CC(=O)Nc2nc3c(s2)CC(C)CC3)cc1 (stereo not drawn)	u	32%
Cc1cccc(C)c1NC(=O)CCCn1c(=O)c2cccn2c2ccccc21	-9%	24%
COc1ccccc1NC(=O)CCN1CCC(C(N)=O)CC1	-20%	-8%
Cc1ccccc1Cn1nnc2c(=O)[nH]c(C3CCN(C(=O)c4ccc(F)cc4)CC3)nc21	-8%	32%
CC(CNC(=O)c1ccc2c(c1)nc1n2CCCCC1)c1ccccc1 (stereo not drawn)	-11%	-4%
Cc1ccc(Cl)cc1N(C)C(=O)c1noc2c1CCCCC2	-1%	18%
CCOc1ccccc1C(=O)N(Cc1cc(OC)c(OC)c(OC)c1)C1CCS(=O)(=O)C1 (stereo not drawn)	-10%	7%
CC1=C(c2ccc(C(C)C)cc2)S(=O)(=O)N=C1N1CCC(C(=O)NCc2ccco2)CC1	-3%	-1%
Cc1nnc(C)n1-c1ccc(C(=O)Nc2cccc(Br)c2)cc1	-10%	12%
CCn1nnc2cc(C(=O)Nc3cccc(C)c3C)ccc21	-7%	-17%
O=C(NCCSCc1c(F)cccc1Cl)C1CCN(S(=O)(=O)Cc2ccccc2)CC1	-2%	-4%
Cc1ccc(C)c(Nc2nn3c(=O)c4ccc(C(=O)NCc5cccs5)cc4nc3s2)c1	-11%	7%
CCOC(=O)C1=C(CN(C)Cc2ccccc2)NC(=O)NC1c1ccc(OC)cc1 (stereo not drawn)	-14%	0%
Cc1cccc(C(=O)Nc2ccc3oc(-c4ccncc4)nc3c2)c1	5%	-8%
Cc1ccc(Nc2ncnc3c2cnn3-c2ccc(C)cc2)cc1	-15%	-22%
O=C(NCc1ccccc1)c1ccc2oc(=O)n(Cc3ccccc3)c2c1	-7%	7%
O=C(Nc1cc(C(F)(F)F)ccc1Cl)c1cc(-c2ccc3c(c2)OCCO3)on1	-5%	8%
CCOc1cc(-c2nc(-c3ccc(Br)cc3)no2)cc(OCC)c1OCC	-4%	-16%
O=C(Nc1ccc(F)cc1)c1ccc(CN2CC(=O)N3CCCCC3C2=O)cc1 (stereo not drawn)	-5%	5%
CN(Cc1ccccc1)C(=O)c1ccc(CSc2nc3cccnc3n2Cc2ccccc2)cc1	-3%	35%
Cc1ccc(NC(=O)c2c(C)oc3ccc(O)c(CN(C)Cc4ccccc4)c23)c(C)c1	6%	25%
COc1cccc(-c2nc(SCC(=O)NC3CCCC3)c(-c3ccccc3)[nH]2)c1	-5%	18%
COCCCNC(=O)c1ccc(Cn2c(SCc3cccc(C)c3)nc3cccnc32)cc1	27%	29%
CCN(Cc1ccccc1)C(=O)Cn1c(=O)n(-c2ccccc2)c(=O)c2c1c1cc(C)ccc1n2C	-4%	15%
COc1ccc(NC(=O)CCS(=O)(=O)c2ccc3c(c2)n(C)c(=O)c(=O)n3C)cc1Cl	0%	-19%
COc1cccc(N2CCN(c3ncnc4c3c(-c3ccccc3)cn4-c3cccc(C(F)(F)F)c3)CC2)c1	1%	17%
Cc1cc(C)cc(NC(=O)CCCN2C(=O)COc3ccc(C)cc32)c1	-3%	6%
CCOC(=O)Cn1c(=O)oc2cc(S(=O)(=O)N3CCN(c4cccc(Cl)c4)CC3)ccc21	15%	-6%
CC1CN(C(=O)N2CCC(C(=O)NCc3ccco3)CC2)c2ccccc2O1 (stereo not drawn)	7%	-20%
COc1ccc(OC)c(S(=O)(=O)NCc2cccn2Cc2cccc(C)c2)c1	-2%	u
O=C(c1cc(-c2ccc(Cl)cc2)on1)N(Cc1cccc(F)c1)Cc1ccco1	-17%	40%
CCOc1ccc(CNS(=O)(=O)c2cc3c(cc2C)NC(=O)CO3)cc1	-4%	-8%
CSc1nn(Cc2ccc(Cl)cc2)c(N(C(C)=O)C(C)=O)c1S(=O)(=O)c1ccccc1	-71%[inhibitor]	32%
Cn1c(=O)c2c(nc(N3CCOCC3)n2Cc2cccc(Br)c2)n(C)c1=O	-15%	22%
COc1ccc(CNC(=O)c2ccc3nc(CCc4ccccc4)oc3c2)c(OC)c1	-10%	42%
COc1ccc(NC(=O)c2cn(-c3ccccc3)nc2-c2ccc(C)cc2)cc1	-21%	31%
Cc1cc(C)cc(NC(=O)CCN2C(=O)c3ccccc3Sc3ncccc32)c1	-15%	-11%
O=C1[C@@H]2CSC(c3ccc(C(F)(F)F)cc3)N2C(=O)N1c1ccccc1 (stereo partly drawn)	23%	-20%

The final 3 compounds of the part before are carried over, then new ones follow.
SMILES	Abeta yeast res	FUS suppressor
COc1ccc(NC(=O)c2cn(-c3ccccc3)nc2-c2ccc(C)cc2)cc1	-21%	31%
Cc1cc(C)cc(NC(=O)CCN2C(=O)c3ccccc3Sc3ncccc32)c1	-15%	-11%
O=C1[C@@H]2CSC(c3ccc(C(F)(F)F)cc3)N2C(=O)N1c1ccccc1 (stereo partly drawn)	23%	-20%
O=C(NCc1ccccc1)NC1COc2ccccc2C1 (stereo not drawn)	-15%	-8%
CC(=O)N1c2ccc(S(=O)(=O)N(C)CC(=O)N(Cc3ccccc3)C(C)C)cc2CC1C (stereo not drawn)	10%	12%
CCN1CCN(C(=O)Cn2c(-c3cccs3)cc3ccccc32)CC1	u	-4%
CCOc1ccc(-c2cc(C(=O)NCc3ccccc3Cl)c3ccccc3n2)cc1	0%	22%
CCOc1ccc(NC(=O)CCn2c(-c3ccc(F)cc3)cc(C(C)=O)c2C)cc1	-8%	-1%
CCC(Oc1ccccc1)C(=O)Nc1ccc(OCc2cc(=O)n3ccc(C)cc3n2)cc1 (stereo not drawn)	-3%	-11%

Source: PubChem (National Center for Advancing Translational Sciences (NCATS))
